# Growth percent in the NCI-60 one-dose screen (48 h, 10 µM unless noted): 100 = growth as untreated, 0 = no growth, -100 = all killed.
# HL-60(TB): HL-60(TB) leukemia cells. 78,000 tested, 9% active; active means growth percent below 10
# Numbers without * were called inactive. These rows are one share of the data; the hit share may differ from the screen's.
SMILES,HL-60(TB)
O=c1[nH]c(=S)[nH]c(O)c1/C=C1\C=c2ccccc2=N\C1=N\c1nccs1,107
Cc1ccccc1NC(=O)Oc1c(Cl)c(Cl)c(Cl)c(Cl)c1Cl,89
O=C(/C=C/c1cccc(Cl)c1)c1cccc(OCCCOc2cccc(C(=O)/C=C/c3cccc(Cl)c3)c2)c1,93
C1=C(N2CCCC2)CCCC1,86
COc1ccc(C2N(c3ccc(C)cc3)N=C(C(C)=O)N2[C@H]2[C@H](OC(C)=O)O[C@H](COC(C)=O)[C@@H](OC(C)=O)[C@@H]2OC(C)=O)cc1 (stereo partly specified),48
CC(NNC(C)c1ccccc1)c1ccccc1 (stereo unspecified),113
CC1CCC(O)(C(C(=O)O)c2ccccc2)CC1 (stereo unspecified),137
COc1cc(-c2cc(C(=O)N3CCN(C(=O)c4ccccc4NCc4ccco4)CC3)nc3cc(-c4ccccc4)nn23)cc(OC)c1OC,12
Cc1ccc(/C=C2\COc3ccc(O)c(O)c3C2=O)cc1,-15*
COc1cccc(/C=C2\SC(=Nc3cc(C)on3)NC2=O)c1,99
O=C(Sc1nnc(CCC(=O)c2nc3ccccc3[nH]2)s1)c1ccccc1,99
CCN1C(=O)CSC12C(=O)Nc1ccccc12 (stereo unspecified),93
C[C@@H](CO)NC(=O)C1C=C2c3cccc4[nH]cc(c34)C[C@H]2N(C)C1 (stereo partly specified),102
CN(C)c1ccc(/C=N\Nc2cc(=O)[nH]c3ccccc23)cc1,97
CCCn1nc(C(=O)N(C)Cc2ccccc2)c2c1CCC(N1CCc3ccccc31)C2 (stereo unspecified),98
CC(=O)N1N=C(c2cc3ccccc3oc2=O)CC1c1cn(-c2ccccc2)nc1-c1ccc(Br)cc1 (stereo unspecified),104
O=C1NC(=O)C2(CC(C(=O)N(CCCl)CCCl)Oc3ccc(F)cc32)N1 (stereo unspecified),91
C[N+](C)(C)CC(=O)N/N=C\c1cccc2ccccc12,79
O=C(NC1CCN(Cc2ccccc2)CC1)c1cc(C(=O)NC2CCN(Cc3ccccc3)CC2)cc(C(=O)NC2CCN(Cc3ccccc3)CC2)c1,64
O=C(/C=C/c1cccc(Cl)c1)c1ccc(O)c(CN2CCN(c3cc4c(cc3F)c(=O)c(C(=O)O)cn4C3CC3)CC2)c1,27
C=C(C)[C@@H]1CC[C@]2(C#N)CC[C@]3(C)[C@H](CC[C@@H]4[C@@]5(C)C/C(=C/c6ccco6)C(=O)C(C)(C)[C@@H]5CC[C@]43C)[C@@H]12,95
CCN(CCC#N)c1ccccc1,98
O=c1c2ccccc2n2cnc3ccc(Cl)c1c32,83
O=C1/C(=C/c2ccc(-c3ccc(Br)cc3)o2)SC(=S)N1CCCN1CCOCC1,101
CC1CCC2CON(C(C)(C)C)C2C1 (stereo unspecified),99
Fc1ccc2nc(-c3nc(-c4ccccc4)n4ccccc34)[nH]c2c1,68
CCn1c(SC/C(=N/O)c2ccccc2)nnc1-c1ccncc1,100
C=CCn1c(SC)nccc1=O,102
O=C(CNc1nc(-c2cccc([N+](=O)[O-])c2)cs1)Nc1ccccc1,100
OC1CC2c3ccccc3C1c1ccccc12 (stereo unspecified),109
COc1ccc(N2C(=O)C(OC)C2c2ccc(Cl)cc2)cc1 (stereo unspecified),102
Cc1ccc(CO)c2ccccc12,99
COC(=O)C1=NN(c2ccccc2)C2C3N(c4ccccc4)N=C(C(=O)OC)N3c3ccccc3N12 (stereo unspecified),76
COc1ccc(NC(=O)c2sc3nc(C)c(Br)c(C)c3c2N)cc1,97
C[C@]12CC(C(O)C(F)(F)F)C(=O)C[C@@H]1CC[C@@H]1[C@@H]2CC[C@]2(C)[C@@H](O)CC[C@@H]12 (stereo partly specified),79
Cc1ccc[n+](CCCCC[n+]2cccc(C)c2)c1,98
COc1cc(Cl)cc(-c2nn(C(=O)NCCN(C)C)cc2-c2ccncc2)c1,94
c1ccc(Oc2c3ccccc3nc3ccccc23)cc1,-16*
COc1ccc(C2N(c3cccc(Cl)c3)N=C(C(C)=O)N2[C@@H]2[C@@H](OC(C)=O)O[C@@H](COC(C)=O)[C@H](OC(C)=O)[C@H]2OC(C)=O)cc1 (stereo partly specified),31
Clc1ccc2c(NCCNc3nc(N4CCOCC4)nc4ccccc34)ccnc2c1,-65*
CS(=O)(=O)Nc1cc(-c2ccc3ncnc(Nc4ccc5c(cnn5Cc5cccc(F)c5)c4)c3c2)cnc1Cl,-24*
C=C1CC[C@@H]2[C@](C)(COC(C)=O)[C@H](OC(C)=O)CC[C@@]2(C)[C@@H]1CC(Sc1ccccc1)C1=CCOC1=O (stereo partly specified),-47*
Cc1nc2sc(-c3nc4ccccc4[nH]3)c(N)c2c(C)c1Cl,101
CC(=O)OCC(OC(C)=O)C(OC(C)=O)C(OC1OC(COC(C)=O)C(OC(C)=O)C(OC(C)=O)C1OC(C)=O)C(COC(C)=O)OC(C)=O (stereo unspecified),119
O=c1c(O)cccn1CCCN(CCCn1cccc(O)c1=O)CCn1cccc(O)c1=O,69
Cn1c(N)cc(=O)n(C)c1=O,95
CCCCCN1C=C/C(=C\C(=O)N(C)c2ccc(C(F)(F)F)cc2)c2ccccc21,89
O=C1Nc2ccccc2/C1=C\c1ccccc1O,75
CC(=O)c1ccc(F)cc1,86
CC(=O)CC(=O)N1CCOCC1,103
N#Cc1c(NC(=O)c2ccco2)[n+]([O-])c2cc(C(F)(F)F)ccc2[n+]1[O-],104
COC(=O)c1cc2ccccc2c([N+](=O)[O-])c1O,101
CC(C)Cc1nc2n[nH]c(N)c2c2c1CCCC2,108
COc1ccc(C2=CC(c3ccc(OC)c(OC)c3)c3c(c4ccccc4oc3=O)O2)cc1OC (stereo unspecified),-60*
Cc1cc(-c2ccccc2)n(N2NN=NC2(C)c2cccc(Cl)c2)c(=S)n1 (stereo unspecified),89
O=C1C(=O)c2ccccc2C(O)=C1CCCCCCCCCCO,87
CCN(CC)CCCNc1cc(OC)cc2cccnc12,95
Cc1nc2ccccn2c1/C=C1\C(=O)N(C)c2ccccc21,100
CCOC(=O)Nc1ccc2c(c1)/C(=N\NC(=S)NC)c1ccccc1-2,103
COc1ccc(/C=C2/SC(=O)N(CC(=O)N3CCN(c4cc5c(cc4F)c(=O)c(C(=O)O)cn5C4CC4)CC3)C2=O)cc1OC,99
# Additional results follow.
SMILES,HL-60(TB)
CCN(CC)CC(O)CN1CCNCC1 (stereo unspecified),74
Cc1ccc(S(=O)(=O)Nc2cc(C)cc(CCNC=O)c2C)cc1,83
Cn1cnc2c(=S)nc[nH]c21,99
Cc1c(Cc2ccccc2)c(=O)oc2cc(O)ccc12,85
Cc1cc(Cl)cc(CN(C)Cc2cc(Cl)cc(C)c2O)c1O,104
COc1ccc(SCCCN2CCOCC2)cc1,102
Cc1cc(=O)n(C(C)c2ccccc2)n1C(C)c1ccccc1 (stereo unspecified),98
C/C(=N/N=C(N)N)c1cccnc1,86
CCOc1ccc(NC(=O)CC2Sc3ccccc3NC2=O)cc1 (stereo unspecified),91
COc1ccc(/C(C)=N\N)cc1,123
Cc1ccc(NC(=O)/C=C\C(=O)O)cc1,98
COc1cc(C2=NN(C(C)=O)C(c3ccc(Cl)cc3)C2)cc(OC)c1OC (stereo unspecified),100

# 2 entries from above, with tabs:
structure	HL-60(TB)
CCN(CC)CC(O)CN1CCNCC1 (stereo unspecified)	74
Cc1ccc(S(=O)(=O)Nc2cc(C)cc(CCNC=O)c2C)cc1	83

# Later entries
SMILES,HL-60(TB)
CNNC(=O)c1ccncc1,101
COc1cc2cc3c(nc2cc1OC)CCN3Cc1ccc(NC(=O)Nc2ccc(Cl)c(C(F)(F)F)c2)cc1,105
O=C1c2ccccc2CCC1(Br)Br,-31*
COc1cc(-c2ccc(N=Nc3ccc4c(S(=O)(=O)O)cc(S(=O)(=O)O)c(N)c4c3O)c(OC)c2)ccc1N=Nc1ccc2c(S(=O)(=O)O)cc(S(=O)(=O)O)c(N)c2c1O,95
COc1cc(CNC(=O)C[C@H](C)CCC=C(C)C)ccc1OCc1cn(-c2ccc(C#N)cc2)nn1,71
Cn1c(=O)[nH]c2nc(N)[nH]c(=O)c21,100
CC(C)(C)NC(=O)C(c1c[nH]c2ccccc12)N(Cc1ccccc1)C(=O)c1ccccc1C(=O)NCc1ccco1 (stereo unspecified),78
Cc1cccc(C)c1NC(=O)CSC(=S)N1CCOCC1,87
Cc1ccccc1NC(=O)N/C(N)=N/c1nc(-c2cccc([N+](=O)[O-])c2)cs1,6.1*
CC(C)(C)c1ccc(S(=O)(=O)Oc2ccc(NC(=O)C3CCCCCCC3)cc2)cc1,53
O=S(=O)(Oc1ccc(-c2ccc3sccc3c2)cc1)C1CCCCC1,98
Cc1ccc(-c2c3c(C)nn(-c4ccccc4)c3nc3nc(Cc4ccccc4)[nH]c(=O)c23)cc1,113
O=C(CC(CC(=O)c1ccc(Cl)cc1)c1ccc(O)cc1)c1ccc(Cl)cc1,96
CN(C)n1cc(C#N)c(=O)[nH]c1=O,119
OB(O)c1cccc(-c2nc3ccc4[nH]ncc4c3c3c2CCCC3)c1,33
COc1ccc(-c2cc(NC(=O)Nc3nc4ccccc4s3)no2)cc1,106
O=S(=O)(Nc1ccc(OCc2nnc(-c3ccccc3)o2)c(F)c1)c1ccc(Cl)cc1,101
NS(=O)(=O)c1ccc(NC(=S)NC(=O)c2ccc(OCc3ccccc3)cc2)cc1,115
O=C(Nn1c2c(sc1=NC1CC1)C(=O)c1ccccc1C2=O)c1cc2ccc1CCc1ccc(cc1)CC2,2.4*
COC(=O)c1nc(N)nc(C(=O)OC)c1C(=O)c1ccco1,103
NC(=O)c1cc(NCc2cc(O)ccc2O)ccc1O,92
Cc1ccc(-c2cc3c(nn2)-c2ccccc2C3=O)cc1,80
CCc1ccc2c(c1)CCCC2(C)C,112
O=c1c2sc3ncccc3c2nnn1-c1ccccc1,106
CC(CN=C(CC(=O)c1ccc(Br)cc1)c1ccccc1)N=C(CC(=O)c1ccc(Br)cc1)c1ccccc1 (stereo unspecified),79
O=C(Nc1nc(-c2ccc(Cl)cc2)cc(-c2ccc(Br)cc2)n1)c1cccnc1,102
O=C1C2Cc3ccccc3C(=O)N2C(=S)N1c1ccccc1 (stereo unspecified),100
CC(C)CCOCCOCCCN1C(=O)C2C3C=CC(C3)C2C1=O (stereo unspecified),94
CC(=O)C(=Cc1ccc2c(c1)OCO2)C(C)=O,81
CNC1=C(Br)C(=O)c2c(C(=O)OC)c(C)nc(C)c2C1=O,24
C#CCOc1ccc(/C=N/Nc2nc(-c3ccc(OC)cc3)cs2)cc1OCC#C,59
COc1cc(NC(=O)COc2cc(C)nc3ccc(OC)cc23)cc(OC)c1,80
N=C(N)c1ccc(-c2ccc(-c3c[nH]c(=O)[nH]c3=O)o2)nc1,89
c1cc2c(c(CC3CO3)c1CC1CO1)OCCOCCOCCOCCO2 (stereo unspecified),81
O=C(O)CNC(=O)c1nc(-c2ccccc2)n(-c2ccc(Cl)cc2)n1,100
Cc1cnc(SCc2ccccc2Cl)nc1SCc1ccccc1Cl,93
Nc1nc(-c2ccc(Cl)cc2)cc(-c2cc3ccccc3oc2=O)n1,125
FC(F)(F)c1cccc(/C=C/c2nn3c(-c4ccc(Br)cc4)nnc3s2)c1,94
O=Cc1cccc(S(=O)(=O)O)c1,103
Cc1c(N)cccc1C(=O)O,105
CCN1CCN(c2ccc3c4c(cccc24)C(=O)N(c2ccc(/C(=C(\C)c4ccccc4)c4ccccc4)cc2)C3=O)CC1,100
NC(=O)c1ccc(Cl)c(Cl)c1,121
N#Cc1c(O)ccc(O)c1C#N,87
COc1cc(-c2nnc(SCC(=O)Nc3ccc(C(=O)/C=C/c4ccccc4)cc3)n2-c2ccccc2)cc(OC)c1OC,88
COC(=O)C1ON=C(c2no[n+]([O-])c2C)C1C(=O)OC (stereo unspecified),99
COc1cc([N+](=O)[O-])ccc1O,104
CCC(=O)OC(C)COc1ccccc1 (stereo unspecified),114
O=C(CS)Nc1cccc(O)c1,89
COc1ccc(OC)c([N+](=O)[O-])c1C=O,88
COC(=O)C12C3C(=O)N(Cc4ccc5c(c4)OCO5)C(=O)C3C(c3cn(-c4ccccc4)nc3C)N1[C@H](c1cn(-c3ccccc3)nc1C)[C@@H]1C(=O)N(Cc3ccc4c(c3)OCO4)C(=O)[C@@H]12 (stereo partly specified),105
CCOC(=O)c1sc(-c2ccc(OS(=O)(=O)c3ccccc3[N+](=O)[O-])c(C=O)c2)nc1C,73
COc1cc(/C=C/C(=O)c2ccc(Nc3ncnc4ccccc34)cc2)cc(OC)c1,56

# Structures shown so far that contain an NH in an aromatic ring:
SMILES,HL-60(TB)
O=c1[nH]c(=S)[nH]c(O)c1/C=C1\C=c2ccccc2=N\C1=N\c1nccs1,107
O=C(Sc1nnc(CCC(=O)c2nc3ccccc3[nH]2)s1)c1ccccc1,99
C[C@@H](CO)NC(=O)C1C=C2c3cccc4[nH]cc(c34)C[C@H]2N(C)C1 (stereo partly specified),102
CN(C)c1ccc(/C=N\Nc2cc(=O)[nH]c3ccccc23)cc1,97
Fc1ccc2nc(-c3nc(-c4ccccc4)n4ccccc34)[nH]c2c1,68
Cc1nc2sc(-c3nc4ccccc4[nH]3)c(N)c2c(C)c1Cl,101
CC(C)Cc1nc2n[nH]c(N)c2c2c1CCCC2,108
Cn1cnc2c(=S)nc[nH]c21,99
Cn1c(=O)[nH]c2nc(N)[nH]c(=O)c21,100
CC(C)(C)NC(=O)C(c1c[nH]c2ccccc12)N(Cc1ccccc1)C(=O)c1ccccc1C(=O)NCc1ccco1 (stereo unspecified),78
Cc1ccc(-c2c3c(C)nn(-c4ccccc4)c3nc3nc(Cc4ccccc4)[nH]c(=O)c23)cc1,113
CN(C)n1cc(C#N)c(=O)[nH]c1=O,119
OB(O)c1cccc(-c2nc3ccc4[nH]ncc4c3c3c2CCCC3)c1,33
N=C(N)c1ccc(-c2ccc(-c3c[nH]c(=O)[nH]c3=O)o2)nc1,89

# High-throughput results as filed in PubChem.
